CatB mix inh – human cathepsin B inhibition by mixtures; P07858; 62,000 tested, 0.06% active; inhibition, %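 (ten-compound pools at 5 µM per compound and 50 µM total)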; Purified cathepsin B, AMC dipeptide fluorescence, compound mixtures; in the data active = inhibition above about 22%, passing the limit was not always enough;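 also: 0% = enzyme without compound and 100% = no enzyme blank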
JNK3 blocker – blocks human JNK3 kinase activity. 60,000 tested, 0.61% active. inhibition, % at 8 µM. purified JNK3 kinase activity, HTS. P53779; in the data active = inhibition above about 17%;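 also: 0% = DMSO and 100% = reference inhibitor; many of its hits are not listed in these tables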
ROCK2 blocker – inhibitors of human Rho kinase 2; O75116; purified ROCK2, Kinase-Glo ATP depletion luminescence; inhibition, % at 6 µM; 60,000 tested, 0.35% active; AID 604;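 active = inhibition above the screen-wide mean inhibition plus 3 SD, cut at about 18% in these data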;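 also: plate controls were DMSO wells for no effect and Y-27632 control wells after no-enzyme background subtraction for full effect; many of its hits are not listed in these tables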
AP complement – alternative pathway complement inhibition, orthogonal assay. 62,000 tested, 0.08% active. Human serum alternative complement pathway, LPS-coated ELISA, C3 deposition; tested in compound mixtures. inhibition, % at 5 µM. AID 1235;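 active = inhibition above 30% in each of the two pooled mixtures holding the compound, so the lower value exceeds 30%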;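 also: 0% = serum in Mg-EGTA without compound and 100% = EDTA serum blank; some compounds past the cut are filed as inactive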
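Test system – human serum alternative complement pathway, C3 deposition on LPS-coated wells · Buffer or medium – diluted human serum in Mg2+-EGTA GVB++ · Compound dosing – 5 µM each compound, pools of ten, 50 µM per pool · Schedule – 1 h serum-compound exposure at 37 °C · Measured by – Anti-C3 ELISA, OD 450 nm · Read-out basis – percent inhibition of C3 deposition onto LPS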
CatB block – inhibitors of human cathepsin B; P07858; purified cathepsin B, fluorogenic substrate, fluorescence; inhibition, %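 (tested at 10 µM)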; 63,000 tested, 0.1% active; AID 453; in the data active = inhibition above about 21%;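 also: 0% = enzyme with no compound and 100% = no enzyme blank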
PKA inh – blocks human protein kinase A activity; inhibition, % at 6 µM; 65,000 tested, 0.1% active; AID 524; PKA Kemptide phosphorylation, Kinase-Glo ATP luminescence;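 active = inhibition above the screen-wide mean inhibition plus 3 SD, cut at about 21% in these data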; also: many of its hits are not listed in these tables
RORA act – RORA (human) activation; P35398; CHO-K1 Gal4-RORA LBD luciferase reporter, luminescence; percent increase over mock-subtracted basal signal; activation, % at 10 µM; 65,000 tested, 1.5% active; AID 560;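 active = activation above the mean of all tested compounds plus 3 SD, cut at about 49% in these data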;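 also: 0% = DMSO-treated RORA cells and 100% = added signal equal to DMSO minus mock-transfected cells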
Target sequence (P35398 whole entry, looked up, the tested form may be a part): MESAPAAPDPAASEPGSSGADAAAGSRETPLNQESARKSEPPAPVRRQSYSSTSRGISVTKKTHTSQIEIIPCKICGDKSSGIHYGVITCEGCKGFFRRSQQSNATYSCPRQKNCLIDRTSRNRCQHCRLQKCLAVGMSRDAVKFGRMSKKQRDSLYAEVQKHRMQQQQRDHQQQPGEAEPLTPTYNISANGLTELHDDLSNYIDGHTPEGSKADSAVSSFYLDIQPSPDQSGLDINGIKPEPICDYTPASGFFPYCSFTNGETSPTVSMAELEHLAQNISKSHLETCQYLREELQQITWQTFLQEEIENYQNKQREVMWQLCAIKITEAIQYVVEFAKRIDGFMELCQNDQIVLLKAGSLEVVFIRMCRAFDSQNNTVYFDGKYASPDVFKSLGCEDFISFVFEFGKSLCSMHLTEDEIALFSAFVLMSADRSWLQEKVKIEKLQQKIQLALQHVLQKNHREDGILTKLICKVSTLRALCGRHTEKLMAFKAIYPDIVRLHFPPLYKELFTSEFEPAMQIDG
CatS inh – inhibitors of human cathepsin S; recombinant cathepsin S, AMC dipeptide fluorescence, pooled mixtures; inhibition, %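 (tested at 5 µM per compound within 10-compound mixtures)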; 62,000 tested, 0.06% active; in the data active = inhibition above about 32%, passing the limit was not always enough;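 also: 0% = enzyme without compound and 100% = blank without enzyme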
Target sequence (P25774 115-331 limits assumed): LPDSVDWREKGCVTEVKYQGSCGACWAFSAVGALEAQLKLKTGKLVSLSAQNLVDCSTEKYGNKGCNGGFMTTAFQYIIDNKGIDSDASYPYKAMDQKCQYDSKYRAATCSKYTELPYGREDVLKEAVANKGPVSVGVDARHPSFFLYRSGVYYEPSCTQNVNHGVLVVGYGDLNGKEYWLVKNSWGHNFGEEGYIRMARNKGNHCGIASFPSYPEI
E coli RNAP – inhibitors of Escherichia coli RNA polymerase; E. coli RNA polymerase, fluorescence transcription assay; inhibition, %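 (tested at 10 µM)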; P0A8V2; 62,000 tested, 0.2% active; in the data active = inhibition above about 20%;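 also: 0% = enzyme without compound and 100% = no enzyme blank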
* = called active by the depositor; . = not tested or not shown. Not all compounds are listed, so the mix of outcomes need not match the whole.

compound,CatB mix inh,JNK3 blocker,ROCK2 blocker,AP complement,CatB block,PKA inh,RORA act,CatS inh,E coli RNAP
O=C(CC1NCCNC1=O)OCc1ccccc1 (stereo not given),2,0,1,1,8,7,-4,12,10
CCN1CCN(C(=O)C(C)N(c2ccc(C)cc2)S(C)(=O)=O)CC1 (stereo not given),6,5,7,5,5,5,5,-4,9
O=C(NCCN1C(=O)C2C3C=CC(C3)C2C1=O)Nc1ccccn1 (stereo not given),8,-11,-1,9,7,4,-4,-5,-1
COc1ccc(-c2nc3n(n2)C(=O)CC(c2ccco2)S3)cc1 (stereo not given),.,3,4,.,2,2,10,.,13
Cc1ccn2cc(CNS(=O)(=O)c3ccc(Cl)s3)nc2c1,-4,-6,-4,-2,0,4,-3,4,0
CCCn1c(NC(=O)c2ccc(Cl)c(S(=O)(=O)N3CCCC3)c2)nc2ccccc21,-3,7,6,1,-2,15,-17,3,3
CCS(=O)(=O)N1CCN(Cc2ccncc2)CC1,0,3,5,7,4,9,-6,2,7
COc1ccc(-c2noc(CCC(N)=O)n2)cc1OC,3,-6,4,7,2,0,12,4,7
CCSc1nnc(NC(=O)C2CCCCC2)s1,1,-1,5,17,3,6,-6,-3,-3
C=C(C)COc1ccc(-c2nc(N)ncc2Oc2ccc(OC)cc2)c(O)c1,0,-3,1,23,0,2,1,-6,5
Cc1ccc(C)c(-n2nnnc2Sc2nnnn2-c2ccccc2)c1,0,-2,0,13,2,3,-46,15,1
Clc1cccc(-c2ccc(/C=N/n3cnnc3)o2)c1,0,4,5,16,-1,6,-8,-3,3
O=C1O/C(=C\C(=O)N2CCOCC2)c2ccccc21,5,-2,3,4,3,-1,-14,10,6
COc1cc(/C=N/n2cnnc2)ccc1OC(=O)c1cccnc1,2,.,.,15,5,9,-10,2,2
CCOC(=O)CSc1nnc(Cn2c(=O)sc3ccccc32)n1C,-6,-7,4,1,0,10,2,-3,2
Cc1ccc(N2CC(C(=O)Nc3ccc4c(c3)OCO4)CC2=O)cc1 (stereo not given),-8,-4,4,-2,3,4,0,-1,8
COc1cc(CO)cc(Br)c1OCC(=O)O,-5,-6,-6,0,0,-2,21,-1,-1
CCc1ccc(S(=O)(=O)NCc2csc(C)n2)s1,.,-8,4,.,.,7,3,.,.
Cc1ccc(S(=O)(=O)NCc2nc3ccccc3c(=O)n2N)cc1,-3,-5,-8,24,-4,-8,-5,-3,-9
Cc1cc(F)c(F)c(C(=O)NC2CC2)c1Cl,6,1,7,12,-1,6,0,-18,3

The final two entries of the part before are carried over, then new ones follow:
compound,CatB mix inh,JNK3 blocker,ROCK2 blocker,AP complement,CatB block,PKA inh,RORA act,CatS inh,E coli RNAP
Cc1ccc(S(=O)(=O)NCc2nc3ccccc3c(=O)n2N)cc1,-3,-5,-8,24,-4,-8,-5,-3,-9
Cc1cc(F)c(F)c(C(=O)NC2CC2)c1Cl,6,1,7,12,-1,6,0,-18,3
COC(=O)c1cc(CC(=O)c2ccc(O)cc2O)c(C)o1,3,-4,5,11,4,7,24,8,5
Cc1ccc(-c2nc(S(=O)(=O)c3ccc(F)cc3)c(SCC(=O)NCC3CCCO3)o2)cc1 (stereo not given),1,.,.,14,6,1,-14,15,-1
O=C(OCCN1C(=O)c2ccccc2C1=O)c1cc(=O)[nH]c2ccccc12,0,0,6,8,-1,8,-10,8,5
CC(=O)Nc1ccc(S(=O)(=O)N2CCN(S(=O)(=O)N3CCCCCC3)CC2)cc1,2,0,9,17,2,4,17,-7,3
c1ccn2cc(CSC3=NCCS3)nc2c1,-2,0,0,2,1,-2,6,2,3
O=C(CSc1nnc(-c2cccs2)o1)NCC1CN(Cc2ccccc2)CCO1 (stereo not given),4,-4,6,8,3,4,23,9,8
Cc1nn(CCc2nn[nH]n2)c2nc(C(F)(F)F)cc(C(F)(F)F)c12,-1,10,9,-1,5,10,15,6,4
COc1ccc(NC(=O)c2coc3ccccc23)cc1OC,1,-3,6,15,0,8,25,1,2
Cc1ccc(S(=O)(=O)C2(C(=O)Nc3nccs3)CC2)cc1,7,3,2,10,3,-2,-16,1,6
Cc1cccc(-c2nc(CS(=O)CC(=O)N3CCCCC3)c(C)o2)c1 (stereo not given),3,-1,6,23,1,5,-11,2,0
CC(C)OC(=O)c1cccc(C(=O)O)n1,-6,0,8,14,2,11,-6,-8,5
CCC1Oc2ccc(C)cc2N(CC(=O)N(Cc2ccc3c(c2)OCO3)CC2CCCO2)C1=O (stereo not given),-1,-2,5,14,3,14,-13,-5,-1
Cc1ccc(NC(=O)CSc2nnc(Cc3cccn3C)n2-c2ccc(F)cc2)c(C)c1,1,-11,0,6,2,-7,1,4,6
CN(Cc1ccccc1)C(=O)CNC(=O)Cn1cnc2ccccc2c1=O,-1,1,5,5,5,11,2,-6,2
CCCOC(=O)C1=C(C)NC2=C(C(=O)C(C(=O)OC)C(C)C2)C1c1ccc(N(C)C)cc1 (stereo not given),6,6,9,27,-5,3,1,-4,1
O=c1cc(N2CCN(Cc3ccccc3)CC2)[nH]c(=O)n1Cc1ccc(F)cc1,2,-3,8,14,-1,10,-15,-7,1
O=C(CCNC(=O)c1ccc(Br)o1)NCc1ccc(Cl)cc1,2,.,.,-3,6,4,4,0,6
O=C(N1CCC(O)(c2cccnc2)CC1)C12CC3CC(CC(C3)C1)C2,4,-3,-1,-1,9,6,-6,7,6
COc1ccc(OC)c2c(N3CC(C)OC(C)C3)cc(C(F)(F)F)nc12 (stereo not given),6,-7,-3,4,2,-2,-16,13,3
COC(=O)[C@H](CCSC)NC(=O)Nc1ccc(C)c(C)c1,3,-2,-5,11,1,-1,-20,7,5
Cc1cc(-n2nnc3ccccc32)nc2ccccc12,5,1,2,7,-1,1,-7,14,7
CC(C)OCCCNC(=O)c1ccc2c(c1)ncn2C1CCCC1,0,-7,2,11,-1,-4,7,2,3
O=C(CCn1c(=O)sc2ccccc21)NCCN1CCOCC1,2,0,2,20,1,-6,-4,0,6
COc1ccccc1OCc1nc2ccccc2[nH]1,2,6,0,-2,7,7,54*,6,10
CCn1c(SCC(=O)N2c3ccccc3Sc3ccccc32)nnc1-c1ccco1,1,1,6,7,-1,7,-13,-2,2
CN(CC(=O)N1CC=C(c2ccccc2)CC1)S(=O)(=O)c1cnc[nH]1,2,3,3,10,-1,7,-2,26,2
CCCCCn1c(CN2CCN(c3cccc(Cl)c3)CC2)nc2c1c(=O)[nH]c(=O)n2C,7,0,-1,17,4,6,-17,3,4
O=C(O)c1ccc(OC2CSC2)cc1,2,-1,4,5,2,9,-9,-8,0
O=C1c2[nH]nc(-c3ccccc3O)c2C(c2ccccc2F)N1Cc1ccco1 (stereo not given),-5,3,-2,7,-3,2,17,-14,1
CC(C)C(=O)Nc1nnc(CCc2nnc(NC(=O)C(C)C)s2)s1,-3,4,6,11,-4,7,-7,2,2
C=CCSc1nc(N)c(C(=O)Nc2ccccc2C)cc1C(N)=O,6,6,4,-8,5,9,-4,19,5
COC(=O)CSCc1nc2ccccc2[nH]c1=O,0,-2,-4,19,1,4,-16,-3,6
Cn1c(=O)c2c(nc(Br)n2CCSc2nc3ccccc3o2)n(C)c1=O,.,0,-4,.,0,2,-27,.,9
CC(=O)Oc1cccc2c1C(=O)c1c(OC(C)=O)cc(C(=O)O)cc1C2=O,6,5,6,1,5,4,-9,8,13
CCCc1cc(N2CCCC(C(=O)Nc3ccc(OC)cc3OC)C2)n2ncnc2n1 (stereo not given),-5,-6,4,7,-10,1,-17,-9,0
COC(=O)C(C#N)c1nc2ccccc2nc1N1CCN(Cc2ccc3c(c2)OCO3)CC1 (stereo not given),-2,1,7,10,0,-6,1,12,3
Cc1ccc(N(CC(=O)O)S(=O)(=O)c2cccc3nonc23)cc1,9,-3,-2,18,-6,0,-23,1,-2
N#CCSc1nnc(Cc2ccc3c(c2)OCO3)o1,7,0,0,15,-2,3,-18,2,4
COc1ccc(-c2cc(C(F)(F)F)n3ncc(C(=O)NCc4ccco4)c3n2)cc1,3,1,-1,-19,8,-2,-28,4,0
CSC1=NCCN1C(=O)Cc1ccc(Cl)cc1,4,-3,1,18,3,4,-3,0,0
CN1CCN(CC(=O)N2c3ccccc3C(C)(c3ccccc3)CC2(C)C)CC1 (stereo not given),2,-4,2,7,3,0,-34,-4,3
Cc1c(C(=O)O)oc2c1C(O)CC(C)(C)C2 (stereo not given),6,4,1,1,-1,-1,-5,13,16
O=C(O)C1Cc2ccccc2CN1C(=O)c1ccccc1 (stereo not given),.,-2,-1,.,.,3,-2,.,.
CCCCCCn1c(SCC(=O)Nc2cc(C)on2)nc2ccccc2c1=O,2,1,2,7,2,0,12,9,8
CCCCN(Cc1ccccc1)c1ncnc2nc[nH]c12,26,3,18,24,-2,4,33,-6,0
CC1(C)NC(=O)N(CC(O)Cn2nnc3ccccc32)C1=O (stereo not given),-2,-9,-1,-2,5,-3,6,-6,8
O=C(N[C@@H](Cc1ccccc1)C(=O)O)c1cccnc1,4,2,0,9,7,5,-21,2,9
Cc1ccc(C)c(/C(O)=C2\C(=O)C(=O)N(CCCn3ccnc3)C2c2ccncc2)c1 (stereo not given),3,-2,0,15,3,0,-4,1,2
CN1c2ccccc2-c2nc3ccccc3n2C1c1ccncc1 (stereo not given),0,-1,2,-18,2,8,6,-5,2
Cc1ccccc1N1CCN(S(=O)(=O)c2ccc3oc(=O)ccc3c2)CC1,5,0,6,-8,5,7,16,14,9
Nc1nonc1-c1noc(CCCOc2ccc(Cl)cc2Cl)n1,2,3,12,15,1,7,6,-8,-2
COc1ccc(NC(=O)CNS(=O)(=O)c2ccc3nc(C)sc3c2)c(OC)c1,4,1,4,13,4,4,11,-3,6
CCOC(=O)CSc1nnc(CNC(=O)c2ccc(OC)cc2)n1C1CCCCC1,0,-1,4,6,3,4,-12,9,7
CCC(=O)Oc1oc(-c2ccccc2)nc1C=Nc1ccccc1OC,.,-1,4,.,26*,-1,-12,.,13
COCCOc1nc2c(c(=O)n(C)c(=O)n2C)n1CCc1ccccc1,17,-4,1,14,1,2,-13,10,2
Cc1ccccc1NS(=O)(=O)c1ccc2[nH]cc(C(=O)N(C)Cc3ccco3)c(=O)c2c1,5,-3,5,8,6,6,-10,-2,7
COc1cc(N=Cc2c(O)[nH]c3ccccc23)cc(OC)c1OC,6,1,58*,1,-1,-4,-16,12,14
O=C(CN1CCN(C(=O)c2ccccc2)CC1)Nc1ccc(Br)cn1,4,1,0,2,0,8,-18,-4,.
N#Cc1nc(COc2ccc(Br)cc2)oc1N1CCN(Cc2ccccc2)CC1,.,-6,-10,.,-2,0,-8,.,13
O=C(Nc1scc(-c2cccs2)c1C(=O)O)c1cccs1,1,-4,5,19,5,12,-6,-5,6
COC(=O)CC1=NC(=O)CS1,.,-4,11,.,1,5,3,.,1
CC(C)n1c(SCc2cc(=O)[nH]c3ccccc23)nc2c1c(=O)n(C)c(=O)n2C,15,5,1,20,9,0,-3,.,19
Cc1c(NC(=O)c2cc3nc(-c4ccccc4)cc(C)n3n2)c(=O)n(-c2ccccc2)n1C,-3,0,1,10,1,1,17,-6,1

Bioassay records: PubChem BioAssay, several laboratories
